Source: PubChem BioAssay
KCNK3 block = human KCNK3 channel inhibitors, primary screen, CHO cells, FluxOR thallium flux, B-score; B-score at 10 µM; Potassium channel subfamily K member 3 (Homo sapiens), O14649; AID 602410, 2012; 0.84% of 340,000 active; FluxOR fluorescence; hits give low values;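 active = B-score under library mean minus 4 SD, starting fluorescence ratio at most library mean plus 5 SD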;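 also: more negative B-score means stronger inhibition of thallium flux through KCNK3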
Dyrk1A ADPGlo = rat Dyrk1A kinase inhibitors, primary screen, biochemical, single point, plate reader | inhibition, % at 12.5 µM | 0.43% of 310,000 active | Dual specificity tyrosine-phosphorylation-regulated kinase 1A (Rattus norvegicus), Q63470 | ADP-Glo luminescence, NFATc1 peptide; in the data active = inhibition above about 50%;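 also: plate controls were vehicle with enzyme for no effect and no enzyme for full effect; many of its hits are not listed in these tables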
KCNK9 block = KCNK9 potassium channel inhibitors, primary screen, HEK293 cells, thallium flux; Potassium channel subfamily K member 9 (Homo sapiens), Q9NPC2; FluxOR thallium flux fluorescence; hits give low values; B-score at 10 µM; 1.2% of 310,000 active; AID 488922, 2010;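 active = ratio B-score over 3 SD below the library mean, with starting fluorescence within 5 SD of its mean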;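 also: negative B-score means less thallium flux so channel inhibition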
HDAC3 inh = HDAC3 deacetylase inhibitors, primary screen, biochemical, fluorescence, cell-free homogeneous; inhibition, % at 8.3 µM; recombinant HDAC3, fluorogenic peptide/trypsin coupled; 0.15% of 320,000 active; in the data active = inhibition above about 26%, passing the limit was not always enough
PolyA inh = polyadenylation inhibitors in yeast reporter cells, primary screen, luminescence, S. cerevisiae | S. cerevisiae SKY197-pL101 polyadenylation reporter, beta-gal luminescence; efflux-impaired pdr1/pdr3 knockout yeast; score 100 = 6 SD above DMSO | calls only at 12 µM | 0.02% of 300,000 active | AID 1875, 2009;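 active = lowest replicate activity score at least 50, where 100 means six control SD above control mean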;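 also: yeast exposed to compound for 9 h at 30 °C; higher score means more reporter readthrough which indicates perturbed polyadenylation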
GSK3beta inhib = human GSK3beta kinase inhibitors, primary screen, biochemical, cell-free homogeneous, HTS; activity score (negative = inhibition), % at 10 µM; 0.038% of 300,000 active; AID 2097, 2009; Glycogen synthase kinase-3 beta (Homo sapiens), P49841; GST-GSK3beta kinase, ADP-Glo luminescence, 60 min; hits give low values;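 active = more than half of replicate wells score below -50%, meaning over 50% inhibition versus plate controls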;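 also: 0% = median DMSO wells and -100% = median GW8510 positive control wells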
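test system = GST-tagged human GSK3beta kinase, cell-free | reagent = 25 µM ATP with peptide substrate | dosing = one dose of 10 µM per compound | schedule = 60 min reaction, RT | detection = luminescent ADP-Glo measurement of ADP formed | control set = DMSO neutral wells and GW8510 at 20 µM as positive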
GSK3A inh = blockers of GSK3A enzyme activity – biochemical, luminescence, cell-free homogeneous, HTS, primary screen; AID 2650, 2010; 0.1% of 320,000 active; Glycogen synthase kinase-3 alpha (Homo sapiens), P49840; GSK-3 alpha kinase, ADP-Glo luminescence, 60 min; inhibition, % at 10 µM;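 in the data active = inhibition above about 50%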;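 also: GST-tagged GSK-3 alpha with peptide substrate and 25 µM ATP; 0% = DMSO neutral wells and 100% = GW8510 positive control wells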
RGS4 pot = RGS4 potentiators or activators, primary screen, cell-based, HEK293 M3R inducible RGS4, calcium flux. carbachol calcium flux Fluo4; hits give low values. B-score at 10 µM. 0.92% of 310,000 active. AID 463111, 2010;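 active = B-score of the integrated calcium signal more than 4 SD below the library mean, with starting fluorescence not abnormally high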;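 also: negative B-score means reduced calcium response which marks RGS4 activation or potentiation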
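Material: M3R-expressing HEK293 line, RGS4 induced by doxycycline | Schedule: Overnight RGS4 induction, 30 min dye load 37 °C, 20 min compound RT | Measured by: Fluo4 fluorescence kinetic imaging of calcium | Read-out: Integrated calcium ratio converted to B score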
KCNQ1 block = inhibitors of human KCNQ1 channel, primary screen, cell-based, thallium flux, high-throughput. B-score at 10 µM. AID 2642, 2010. CHO-K1 KCNQ1, FluxOR thallium flux fluorescence; hits give high values. 1.3% of 310,000 active. Potassium voltage-gated channel subfamily KQT member 1 (Homo sapiens), P51787;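 active = compounds whose thallium flux B-score, printed positive for inhibition, exceeds three library SD while starting fluorescence stays within three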;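 also: channel opened by potassium depolarization with thallium stimulus after 20 min compound exposure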
hERG rescue = hERG rescue from dofetilide block, primary screen, cell-based, CHO-hERG, FluxOR thallium flux, dofetilide IC70; dofetilide IC70 present; activation (rescue from dofetilide block), less the hit threshold, % at 10 µM; 0.51% of 310,000 active;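 active = activation above the mean of controls blocked by dofetilide plus 5 SD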;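 also: thallium influx through hERG after potassium depolarization seen as dye fluorescence rise; in these data hits start at about 4.7%; inactives centre near -7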
Target sequence (Q12809 whole entry, looked up): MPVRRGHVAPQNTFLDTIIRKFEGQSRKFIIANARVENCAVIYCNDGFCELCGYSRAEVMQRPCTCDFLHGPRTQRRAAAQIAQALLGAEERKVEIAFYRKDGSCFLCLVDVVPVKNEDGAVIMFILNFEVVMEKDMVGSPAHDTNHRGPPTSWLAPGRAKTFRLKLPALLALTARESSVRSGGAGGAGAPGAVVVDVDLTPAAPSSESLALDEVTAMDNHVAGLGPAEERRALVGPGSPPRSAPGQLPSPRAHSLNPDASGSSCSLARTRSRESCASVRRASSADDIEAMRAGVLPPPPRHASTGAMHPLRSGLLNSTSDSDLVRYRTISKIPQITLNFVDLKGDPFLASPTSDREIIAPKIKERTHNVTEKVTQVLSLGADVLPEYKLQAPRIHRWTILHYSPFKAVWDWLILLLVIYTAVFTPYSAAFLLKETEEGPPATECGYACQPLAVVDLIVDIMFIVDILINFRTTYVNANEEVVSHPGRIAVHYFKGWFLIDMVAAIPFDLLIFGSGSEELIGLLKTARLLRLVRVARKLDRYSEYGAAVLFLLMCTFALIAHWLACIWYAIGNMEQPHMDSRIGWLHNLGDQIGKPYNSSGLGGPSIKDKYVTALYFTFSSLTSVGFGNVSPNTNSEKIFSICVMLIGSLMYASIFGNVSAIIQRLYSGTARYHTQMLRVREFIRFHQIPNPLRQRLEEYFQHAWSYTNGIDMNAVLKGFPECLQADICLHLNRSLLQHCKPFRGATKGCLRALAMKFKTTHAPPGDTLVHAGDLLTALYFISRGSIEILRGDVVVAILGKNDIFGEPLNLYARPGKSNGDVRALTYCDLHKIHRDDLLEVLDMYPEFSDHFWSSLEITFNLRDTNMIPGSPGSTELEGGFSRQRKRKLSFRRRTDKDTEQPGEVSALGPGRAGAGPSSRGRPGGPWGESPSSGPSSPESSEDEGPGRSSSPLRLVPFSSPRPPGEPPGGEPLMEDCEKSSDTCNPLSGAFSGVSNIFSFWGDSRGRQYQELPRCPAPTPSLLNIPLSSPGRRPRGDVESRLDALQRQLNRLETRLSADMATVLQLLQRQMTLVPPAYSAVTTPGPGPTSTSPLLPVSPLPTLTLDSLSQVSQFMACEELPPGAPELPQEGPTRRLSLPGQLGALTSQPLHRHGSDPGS
KCNQ1 pot = potentiators or activators of KCNQ1 channel, primary screen, cell-based, thallium flux, high-throughput. Potassium voltage-gated channel subfamily KQT member 1 (Homo sapiens), P51787. CHO-K1 KCNQ1, thallium flux FluxOR fluorescence; hits give high values. B-score at 10 µM. 0.35% of 310,000 active. AID 2648, 2010;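 active = fluorescence ratio B-score, a plate-corrected score, at least three library SD, with initial intensity B-score within 5 SD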
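Assay system: CHO-K1 cells stably expressing KCNQ1; Medium: assay buffer with matched DMSO; Also added: K+/Tl+ depolarizing stimulus; Dosing: single dose; Timing: dye 90 min, compound 20 min, room temperature; Measured by: kinetic FluxOR thallium fluorescence, 10-s 1-Hz baseline, 110-s post-stimulus read; Read-out: peak-minus-minimum fluorescence over initial fluorescence, negative-control normalized, B-scored.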
* hit, by the source's call; i = inactive; . = no result given. Some of the compounds tested; the hit share may differ from the screen's.

Results follow in this order: KCNK3 block	Dyrk1A ADPGlo	KCNK9 block	HDAC3 inh	PolyA inh	GSK3beta inhib	GSK3A inh	RGS4 pot	KCNQ1 block	hERG rescue	KCNQ1 pot
- CC(=O)C1=C(C)Nc2ncnn2C1c1cccc(OCc2ccccc2)c1 (centres undefined)
→ i	-6.8	i	6.0	i	5.2	-0.4	i	i	-5.4	i
- Cc1cccc(C)c1NC(=O)CN(C)C(=O)c1cccc(S(=O)(=O)N2CCN(C)CC2)c1
→ i	4.9	i	.	i	-2.5	-2.9	i	i	-12.0	i
- CCNC(=S)NNC(=O)c1ccncc1
→ i	-5.1	i	3.7	i	-0.3	-0.6	i	i	-13.2	i
- Cc1csc(NC(C)c2nc3cc(Cl)c(Cl)cc3n2CCCO)n1 (centres undefined)
→ i	6.4	i	6.4	i	-2.3	.	i	i	-7.4	i
- CCc1cc(=O)oc2cc(OCC(=O)OC)c(Cl)cc12
→ i	0.5	i	0.5	.	2.4	.	i	i	-6.4	i
- Fc1ccccc1Cc1noc(CN2CCN(C/C=C/c3ccccc3)CC2)n1
→ i	2.4	i	0.9	i	4.6	-3.1	i	i	-13.7	i
- Cc1cccc(-n2c(C)c(-c3ccccc3)[nH]c2=S)c1
→ i	2.6	i	-6.4	i	0.4	-0.8	i	i	-2.2	i
- O=C(c1ccc(-c2cccc(Cl)c2)o1)N1CCN(c2ccc([N+](=O)[O-])cc2)CC1
→ i	-5.6	i	7.4	i	6.0	-1.6	i	i	-12.0	i
- O=C1S/C(=C/c2ccccc2F)C(=O)N1CCN=C1NS(=O)(=O)c2ccccc21
→ i	-3.1	i	-3.4	i	0.9	-3.9	i	i	0.7	i
- COc1ccc(C2CC(C(F)(F)F)n3ncc(C(=O)NCc4cccnc4)c3N2)cc1OC (centres undefined)
→ i	2.5	i	-3.3	i	-0.6	2.3	i	i	-9.7	i
- COc1ccc(C(=O)/C=C/Nc2ccc(S(=O)(=O)Nc3cc(OC)nc(OC)n3)cc2)c(OC)c1
→ i	5.6	i	-3.9	i	1.3	17.6	i	i	-10.1	i
- O=C(NCCNC(=O)c1cccc(O)c1)c1cccc(O)c1
→ i	-2.7	i	-0.3	i	2.2	-1.2	i	i	-3.0	i
- COc1ccc(S(=O)(=O)N2CCC(C(=O)NCC3CCCO3)CC2)cc1OC (centres undefined)
→ i	3.8	i	3.7	i	2.8	-2.2	i	i	-7.7	i
- CCOc1ccc(CNn2cnnc2)cc1
→ i	2.6	i	0.8	i	.	-1.1	i	i	-0.5	i
- O=S(=O)(c1ccc(N2CCCC2)nc1)N1CCOCC1
→ i	-4.2	i	.	i	4.1	.	i	i	-3.6	i
- CS(=O)(=O)N1CCc2cc(-c3csc(NC(=O)Cc4cccs4)n3)ccc21
→ i	5.4	i	5.7	i	-1.8	1.6	i	i	-13.5	i
- Oc1c(C=Nc2cccc3cccnc23)sc2ccccc12
→ .	.	-8.12*	-1.3	i	-0.5	1.8	i	10*	-18.5	i
- COc1ccc(CCNC(=O)CC2Nc3cc(C)c(C)cc3NC2=O)cc1OC (centres undefined)
→ i	3.5	i	-6.1	i	0.6	15.4	i	i	-12.7	i
- CNC(=S)N1CCc2sccc2C1C (centres undefined)
→ i	8.6	i	6.7	i	3.0	6.2	i	i	-5.8	i
- CCc1ccc2oc(=O)cc(CN3CCCCC3C)c2c1 (centres undefined)
→ i	17.5	i	0.9	i	0.4	0.7	i	i	-13.1	i
- CCOc1ccc(/C=N/Nc2nc(C)cs2)c(O)c1
→ i	13.5	i	7.0	i	0.8	1.5	i	i	-11.3	i
- Cc1cccc(-c2nnnn2-c2cccc(C)c2)c1
→ i	0.0	i	-0.2	i	-4.7	-1.5	i	i	-2.0	i
- O=C(CCC(=O)CCN1CCCCC1)CCN1CCCCC1
→ i	-2.2	i	7.1	i	-0.2	1.7	i	i	-5.2	i
- CCOC(=O)C1=C(C)N(C)C(C)=C(C(=O)OCC)C1c1ccncc1
→ i	0.3	i	-4.2	i	2.8	0.6	i	i	-7.5	i
- N#CCSc1nnc(C2CCCCC2)n1Cc1ccccc1
→ i	-1.6	i	1.0	i	2.1	3.4	i	i	-10.5	i
- CN(c1ccccc1C(=O)Nc1ccc(F)c(Cl)c1)S(C)(=O)=O
→ i	5.2	i	4.5	i	2.7	1.9	i	i	-5.8	i
- O=[N+]([O-])c1ccc(NNS(=O)(=O)c2cc(Cl)ccc2Cl)nc1
→ i	-6.5	i	-2.9	.	-8.2	.	i	i	-6.2	i
- COc1ccc(OC)c(C(=O)CSc2nnnn2C)c1
→ i	3.5	i	-1.7	i	-0.1	-1.6	i	i	-17.1	i
- CCCCn1c(SCC(=O)Nc2cc(C)on2)nc2ccsc2c1=O
→ i	4.5	i	1.6	i	3.4	-2.0	i	i	-7.4	i
- CCn1cc(CNC(=O)CC2C(=O)NCCN2CC(c2ccccc2)c2ccccc2)cn1 (centres undefined)
→ i	0.4	i	-0.1	i	-0.8	0.0	i	i	-8.9	i
- CCCN(C(=O)COC(=O)c1[nH]c(C)c(C(=O)OC)c1C)c1c(N)n(Cc2ccccc2)c(=O)[nH]c1=O
→ i	-3.8	i	-1.7	i	0.2	-2.6	i	i	-13.8	i
- O=C1c2ccsc2SCCN1Cc1cccc(F)c1
→ i	1.4	i	12.2	i	-4.6	-0.3	i	i	-4.1	i
- CCN1C(=O)[C@H]2[C@@H](c3ccc(-c4ccc(OC)cc4)cc3)N3CCC[C@@]3(C(=O)OC)[C@H]2C1=O
→ i	-8.3	i	-25.2	i	-0.2	0.4	i	i	-5.7	i
- CCCSc1nc(N)c(C#N)c(-c2ccc(C)cc2)c1C#N
→ i	-2.5	i	19.1	i	-0.8	-2.5	i	i	-6.4	i
- O=C(NCCN1CCOCC1)c1ccc(F)cc1
→ i	-0.3	i	0.8	i	1.6	-2.0	i	i	-5.2	i
- CCS(=O)(=O)NCCc1cc2ccc(C)cc2[nH]c1=O
→ i	3.3	i	-1.2	i	2.0	2.3	i	i	-5.7	i
- COc1cc([N+](=O)[O-])ccc1NC(=S)NNC(=O)CCC(=O)Nc1ccccc1Cl
→ i	1.9	i	-7.2	i	-0.9	-5.3	i	i	-6.2	i
- O=C(CCC(=O)Nc1cccc(Cl)c1)N/N=C/c1cc([N+](=O)[O-])ccc1O
→ i	-5.3	i	1.5	i	3.4	-3.9	i	i	-6.0	i
- N#C/C(=C\c1c(Cl)cccc1Cl)c1nc2ccccc2[nH]1
→ i	-3.6	-8.77*	8.4	i	2.1	-1.9	i	i	-12.8	i
- Cn1c(C(=O)OC(C(=O)NCC2CCCO2)c2cccnc2)cc2sccc21 (centres undefined)
→ i	0.8	i	14.0	.	1.0	0.1	i	i	-15.3	i
- O=C(N/N=C/c1ccc([N+](=O)[O-])o1)c1cc(-c2ccc(-c3ccccc3)cc2)nc2ccccc12
→ i	-3.2	i	-0.8	i	-0.1	1.5	i	i	-9.5	i
- Cc1cccc[n+]1CCCCCCCCCC[n+]1ccccc1C
→ i	3.2	i	-2.4	i	1.7	-1.4	i	i	-9.6	i
- Cc1noc(NS(=O)(=O)c2ccc(NC(=O)C34CC5CC(C3)CC(n3cnc(Br)n3)(C5)C4)cc2)c1C
→ i	-6.1	i	8.2	i	5.2	-0.4	i	i	-4.6	i
- CCCOc1ccc(/C(O)=C2/C(=O)C(=O)N(CCCn3ccnc3)C2c2ccco2)cc1 (centres undefined)
→ i	-5.2	i	-7.8	i	0.5	-12.9	i	i	6.8*	i
- Cc1ccc(C)c(N/C=C(\C#N)c2nc3ccccc3o2)c1
→ i	0.2	i	-3.9	i	-1.6	-2.0	i	i	-5.9	i
- CC12CC(NC(=O)N1c1cccc(C(=O)NCc3ccc4c(c3)OCO4)c1)c1cc(Cl)ccc1O2 (centres undefined)
→ i	-3.2	i	18.1	i	0.8	1.8	i	i	-16.8	i
- Cc1nn(C)cc1/C=N/NC(=O)c1sc2ccccc2c1Cl
→ i	8.4	i	2.8	i	-9.6	14.0	i	i	-10.3	i
- CN1CCN(CCCCOc2cccc3ccccc23)CC1
→ i	-2.3	i	-7.2	i	1.3	-1.2	i	i	-1.7	i
- Cn1c(SCC(=O)N2CCN(Cc3ccccc3)CC2)nnc1-c1ccncc1
→ i	0.5	i	-1.5	i	5.9	-1.7	i	i	-10.4	i
- COc1ccc(S(=O)(=O)N2CCC3(CC2)OCCO3)cc1
→ i	-0.7	i	0.9	i	-0.7	-7.2	i	i	-3.0	i
- CCOC(=O)c1ccc(Nc2nnc(C)c3ccccc23)cc1
→ i	-3.2	i	-0.6	i	-0.3	-0.4	i	i	-12.9	i
